MT1-MMP act inh = inhibitors of human MT1-MMP activation; HT1080 RFP-PRO-GFP cells, GFP/RFP ratio fluorescence, overnight; percent of plate control window, DMSO zero; GFP/RFP ratio change, % at 20 µM; 360,000 tested, 0.061% active; AID 651647;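 active = GFP/RFP ratio change of at least 30% with cell ATP level not reduced by more than half and red fluorescence within 50% of control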; also: strong numbers were not always called active
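Read-out: GFP/RFP fluorescence ratio; Test system: RFP-PRO-GFP reporter HT1080 cells; Compound dosing: single-point 20 µM compound, 1% DMSO; Times: overnight compound exposure at 37 °C.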
MsrA inh = inhibitors of bovine MsrA | purified bovine MsrA, absorbance read-out | inhibition, % at 15.5 µM | 360,000 tested, 0.75% active | AID 651718; in the data active = inhibition above about 4.5%;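 also: 0% = vehicle wells with enzyme and 100% = reference inhibitor wells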
MLLE-PAM2 inh = inhibitors of microRNA-mediated deadenylation, human PABP1 MLLE binding; GST-MLLE / FITC-PAM2 fluorescence polarization; inhibition, % at 20 µM; 360,000 tested, 0.36% active; in the data active = inhibition above about 35%, passing the limit was not always enough;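 also: plate controls were DMSO wells with GST-MLLE for no effect and wells lacking GST-MLLE protein for full effect; some results filed as inactive read as strong as hits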
CendR NRP1 mod = modulators of CendR peptide binding to human neuropilin-1; O14786; FAM-RPARPAR peptide binding to NRP-1, fluorescence polarization; inhibition, % at 25 µM; 360,000 tested, 0.85% active;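 active = inhibition or corrected inhibition above about 18%, plus a signal ratio from 0.5 to 1.5, limit read from the data, passing the limit was not always enough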; also: strong numbers were not always called active
bovine MsrA act = activates bovine MsrA enzyme. purified bovine MsrA, absorbance read-out. activation, % at 10.6 µM. 360,000 tested, 0.3% active. AID 602163; in the data active = activation above about 7.5%;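 also: 0% = vehicle and 100% = reference activator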
SKN-1 inh = inhibitors of C. elegans SKN-1 | 360,000 tested, 0.49% active | inhibition, % at 21.8 µM | C. elegans VP596 Pgst-4::GFP/RFP ratio, acrylamide-induced, 24 h | AID 624304;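 active = interference check ratio from 0.5 to 1.5 plus GFP to RFP signal ratio inhibition reaching or exceeding a fixed threshold, cut at about 30% in these data, passing the limit was not always enough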; also: some compounds called inactive have numbers as strong as hits
eLon inh = inhibitors of E. coli Lon protease. inhibition, % at 7.94 µM. purified E. coli Lon protease, fluorescence polarization. P0A9M0. 360,000 tested, 0.42% active; in the data active = inhibition above about 13%, passing the limit was not always enough;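 also: 0% = enzyme with probe and DMSO and 100% = no enzyme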
Target sequence (P0A9M0 whole entry, looked up): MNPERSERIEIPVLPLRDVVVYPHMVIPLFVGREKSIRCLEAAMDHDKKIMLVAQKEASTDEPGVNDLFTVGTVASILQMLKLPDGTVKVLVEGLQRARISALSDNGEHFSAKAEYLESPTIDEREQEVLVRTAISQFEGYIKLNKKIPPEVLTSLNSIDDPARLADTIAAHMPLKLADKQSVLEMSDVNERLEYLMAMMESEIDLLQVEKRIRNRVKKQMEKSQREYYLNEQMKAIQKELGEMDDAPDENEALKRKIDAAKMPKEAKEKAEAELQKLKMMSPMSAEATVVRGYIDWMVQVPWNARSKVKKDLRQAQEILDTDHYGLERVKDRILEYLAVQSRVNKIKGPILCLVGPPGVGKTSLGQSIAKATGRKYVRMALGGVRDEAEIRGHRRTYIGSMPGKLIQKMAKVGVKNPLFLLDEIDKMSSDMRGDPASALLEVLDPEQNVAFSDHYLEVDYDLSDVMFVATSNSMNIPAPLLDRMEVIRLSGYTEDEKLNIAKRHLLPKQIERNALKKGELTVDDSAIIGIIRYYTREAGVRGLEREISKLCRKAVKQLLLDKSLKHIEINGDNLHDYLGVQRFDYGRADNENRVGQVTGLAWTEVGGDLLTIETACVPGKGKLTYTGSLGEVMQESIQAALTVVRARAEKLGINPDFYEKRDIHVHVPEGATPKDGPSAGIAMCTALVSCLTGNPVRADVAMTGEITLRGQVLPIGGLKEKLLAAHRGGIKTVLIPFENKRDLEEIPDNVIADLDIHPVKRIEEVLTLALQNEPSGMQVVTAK
FAS-TE inh = blocks the thioesterase domain of human fatty acid synthase; AID 602261; recombinant FAS-TE, OMFH fluorogenic substrate, fluorescence endpoint; P49327; 360,000 tested, 0.67% active; inhibition, % at 15 µM;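 active = compounds whose normalised, plate-corrected inhibition of enzyme fluorescence in the single-dose primary screen is 50% or more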;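 also: 0% = DMSO with enzyme and 100% = substrate without enzyme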
TbMetRS inhib = Trypanosoma brucei MetRS inhibition; purified T. brucei MetRS, ATP depletion, Kinase-Glo luminescence; inhibition, % at 11.9 µM; 360,000 tested, 0.4% active; AID 624268;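 active = inhibition above a per-plate cutoff of the control wells' mean inhibition plus 3 SD, cut at about 5.5% in these data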;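 also: 0% = DMSO wells median and 100% = median of wells with control inhibitor compound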
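Material: T. brucei methionyl-tRNA synthetase, purified; reagent: substrates ATP, L-methionine and bulk Escherichia coli tRNA; dosing: 11.9 µM single point; timing: 15 min plus 2 h at 25 °C; detection: luminescence of leftover ATP; evaluation: % inhibition; control set: DMSO-only wells as low control; replicates: singlicate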
Numbers without * were called inactive; / = no result given; & = joins results of further samples.

SMILES	MT1-MMP act inh	MsrA inh	MLLE-PAM2 inh	CendR NRP1 mod	bovine MsrA act	SKN-1 inh	eLon inh	FAS-TE inh	TbMetRS inhib
Cc1nc2ccccc2c(=O)n1NC(=O)c1ccc([N+](=O)[O-])cc1Cl	-5	0.6	-6	9	-3	1	-9	0	-0.3
COc1ccc(C2CC(c3ccccc3)=NN2C(=O)COC(=O)c2cc(S(=O)(=O)N3CCOCC3)ccc2Cl)cc1 (stereo not given)	0	0.4	3	-15	-1	3	-13	50	-0.6
COc1ccc(CC(=O)Oc2cc(C)[nH]c(=O)c2[N+](=O)[O-])cc1	-2	-0.4	0	2	-1	4	1	-10	0.8
CCn1ncc(/C=N\NC(=O)c2csc3ccccc23)c1C	-5	0.5	2	-4	-4	2	-2	-7	-0.8
Nc1ccc2c(c1)CCC2=O	-18	1.7	-22	-18	-4	2	-12	-8	-0.3
COCCCn1nnnc1SCC(=O)N1CCN(C(=O)c2ccco2)CC1	0	0.2	6	8	-2	6	3	-4	-0.5
CC(C)(C)C(=O)Nc1cccc(-c2ccc[nH]2)n1	2	0.7	-8	-1	2	6	-10	-8	-0.3
Cc1ccc(NC(=O)c2cc(NC(=O)c3ccccc3C(=O)O)ccc2N2CCCCC2)cc1	3	-0.1	2	-26	2	-4	-2	10	0.1
Clc1ncnc2scc(C3COc4ccccc4O3)c12 (stereo not given)	-2	0.1	-11	-15	-4	-1	2	6	0.1
CCCN(Cc1ccco1)S(=O)(=O)c1ccc(OC)c(OC)c1	3	-0.8	4	-12	-1	-14	-2	1	0.5
Cc1c(C)c2c(OCC(=O)N3CCC(C(=O)NCC(C)C)CC3)cc3c(c2oc1=O)CCC(C)(C)O3	1	/	5	-2	-9	3	-1	-7	-0.8
COc1ccc2c(c1)OC(c1ccccc1)(C(F)(F)F)NC2=O (stereo not given)	-2	-0.7	13	-4	-1	12	0	-5	0.6
COC(=O)c1ccccc1NC(=O)Cn1cc(Br)cn1	0	0.6	4	4	0	1	5	-5	-0.2
COc1cccc(C(=O)N/N=C2\SCC(=O)N2Cc2ccc3c(c2)OCO3)c1	-1	-0.4	-88	-16	-5	18	-14	0	0.0
COc1ccc2oc(C(=O)N(CC(C)C)C3CCS(=O)(=O)C3)c(C)c2c1 (stereo not given)	1	0.3	0	-9	-1	15	-5	-3	-0.4
CC1CCN(C(=S)c2cn(Cc3ccc(F)cc3)c3ccccc23)CC1	-17	1.6	12	3	-5	7	3	22	0.3
O=C(NC1CCN(Cc2ccccc2)CC1)c1ccc(Cl)cc1Cl	2	-0.6	7	4	-5	2	0	0	-1.6
CN(CC(=O)NCc1ccc(F)cc1)S(=O)(=O)c1ccc2c(c1)n(C)c(=O)c(=O)n2C	0	0.7	3	-3	-3	9	9	-1	-0.1
O=C(O)CCn1c(SCCOc2ccccc2)nc2ccccc21	-1	0.3	-7	4	0	16	0	-2	-0.2
COc1cc(C2=NOC(C(=O)Nc3ccc4c(c3)OCO4)C2)cc(OC)c1OC (stereo not given)	6	-0.4	3	-1	-2	10	-2	-4	0.1
CC1CCCC(C)N1/N=C/c1cccc(Br)c1 (stereo not given)	2	-1.3	2	10	1	6	-5	8	-0.7
CCc1nc2c(n1O)CCc1nonc1-2	0	0.8	3	8	-2	-14	10	-5	0.0
C/C(=N\NC(=O)c1ccn(C)n1)c1ccc(NC(=O)c2cccc(F)c2)cc1	-1	1.5	-18	10	-9	-5	1	-3	-0.6
CC(NC(=O)c1ccc2nc(Cc3cccc(Cl)c3)oc2c1)c1ccncn1 (stereo not given)	1	-0.7	2	-6	5	19	2	-7	0.0
CNC(=O)C1Cc2c(-c3cccc(F)c3)ccnc2O1 (stereo not given)	1	1.9	3	-8	-2	20	3	-1	-0.2
CC(=O)NS(=O)(=O)c1ccc(NC(=O)c2cccc(OCc3c(C)noc3C)c2)cc1	2	1.0	3	3	-3	2	-12	-4	-0.2
O=c1c2cnn(-c3ccccc3)c2ncn1Cc1ccccc1F	2	-1.3	-8	-9	1	1	2	1	0.1
CCOC(=O)c1nc2ccccc2c(C)c1C	1	0.7	6	2	-1	28	-14	-3	-0.5
Cc1nc(-c2ccc(NC(=O)c3ccco3)cc2)cs1	1	-1.0	-8	6	0	9	12	-5	-4.8
CCCn1c(SCC(=O)N2c3ccccc3Sc3ccccc32)nc2ccccc21	-14	2.2	13	8	-7	16	-7	46	-0.2
O=C(O)c1ccc(Cl)c(S(=O)(=O)NCc2ccco2)c1	-5	0.0	3	9	2	12	0	-8	0.1
CCOc1ccccc1C=NNC(=O)C(=O)NN=Cc1ccccc1OCC	0	0.4	1	15	-6	5	-1	-3	-0.4
COCC(=O)NCc1ccc2c(c1)cc(C)n2C	10	-0.3	34	-1	-8	47*	11	-13	-0.5
COc1ccccc1OCc1ccc(C(=O)NN)o1	1	-0.8	-4	7	-6	-2	2	-2	-0.7
Cc1noc(C)c1S(=O)(=O)N(C)C[C@H]1OCCCC[C@@H](C)Oc2ccc(NS(=O)(=O)c3cn(C)cn3)cc2C(=O)N([C@H](C)CO)C[C@@H]1C	4	-1.0	3	26*	-4	12	6	-9	0.6
C/C(=N\NC(=O)c1nnn(-c2nonc2N)c1-c1cccs1)c1ccc(C)cc1	-6	0.9	5	-3	-1	6	-4	-2	-0.2
COc1ccccc1C(=O)NCC(=O)OCc1ccc(Br)cc1	-1	1.4	0	-12	-2	6	4	1	-0.5
CCCCCNC1=CC(=O)CC(c2ccccc2)C1 (stereo not given)	1	0.4	-10	0	-4	-20	-12	-6	-0.4
CCOC(=O)C1(C)CCCN(C(=O)c2cccnc2)C1 (stereo not given)	0	-0.2	4	-7	-1	16	-1	-8	-0.3
O=C(CSc1nnc(-c2n[nH]c3ccccc23)n1-c1ccccc1)Nc1cccc(Cl)c1	5	1.3	2	9	3	10	9	-1	1.6
Cc1cccc(C(=O)NC2CC3CCCC(C2)N3S(=O)(=O)c2ccccc2)c1 (stereo not given)	-8	-1.0	-7	0	1	13	-2	6	-0.1
Cc1ccc(S(=O)(=O)N(C)CC(=O)OCC(=O)NC(c2ccccc2)c2ccccc2)cc1	1	-2.1	6	-4	-6	5	-4	4	-0.7
COc1ccc(C(=O)Nc2ccc3nc(N4CCCCC4)cc(C)c3c2)cc1OC	8	0.0	-12	-14	2	5	-5	-3	-0.6
COc1ccc(N2CCN(C(c3cccc(OC)c3OC)c3nnnn3C3CCCC3)CC2)cc1 (stereo not given)	-8	-0.8	-4	9	0	22	-14	19	-1.0
CCCNc1nc(Cl)nc(NCc2cccnc2)n1	-1	0.5	-15	3	1	2	-10	0	2.2

Ordered by formula weight (ascending): three of the compounds above
SMILES	MT1-MMP act inh	MsrA inh	MLLE-PAM2 inh	CendR NRP1 mod	bovine MsrA act	SKN-1 inh	eLon inh	FAS-TE inh	TbMetRS inhib
CCCCCNC1=CC(=O)CC(c2ccccc2)C1 (stereo not given)	1	0.4	-10	0	-4	-20	-12	-6	-0.4
CCOC(=O)C1(C)CCCN(C(=O)c2cccnc2)C1 (stereo not given)	0	-0.2	4	-7	-1	16	-1	-8	-0.3
COc1ccc(C(=O)Nc2ccc3nc(N4CCCCC4)cc(C)c3c2)cc1OC	8	0.0	-12	-14	2	5	-5	-3	-0.6

The list goes on:
SMILES	MT1-MMP act inh	MsrA inh	MLLE-PAM2 inh	CendR NRP1 mod	bovine MsrA act	SKN-1 inh	eLon inh	FAS-TE inh	TbMetRS inhib
O=C(NC1CC1)C1=COCCO1	-1	1.8	-1	-9	-5	-42	-1	-11	-1.3
COc1ccc(CCNC(=O)c2ccc(-c3ccc([N+](=O)[O-])cc3Cl)o2)cc1	-2	1.4	11	14	-5	5	4	30	1.7
CC(=O)Nc1cc(-c2ccc(C(=O)NC3CC3)cc2)cn2c(-c3cccc(C(F)(F)F)c3)cnc12	-21	0.0	-32	-27	-2	23	-27	13	-0.1
Cc1cc(=O)oc(C)c1C(=O)NCCc1ccccc1	-5	1.1	3	10	-9	7	0	-8	-1.6
COc1ccc(NC(=O)CSc2nnc(C3CC3)n2C)cc1S(=O)(=O)N1CCOCC1	0	-0.3	2	2	-7	-9	12	-4	0.3
COc1ccc(CCC(=O)NC2CCCc3ccccc32)cc1OC (stereo not given)	2	0.0	-43	0	-1	14	5	-5	0.5
Cc1onc(-c2ccccc2Cl)c1C(=O)NCc1cccs1	-1	-0.4	11	-7	-1	-14	-4	-8	-0.4
COc1ccc(-c2csc(NC(=O)CC(C)C)n2)cc1	-6	0.5	16	3	-8	-1	-9	4	-1.0
Cc1cccc(NC(=S)N(Cc2ccco2)C(C)c2cccs2)c1 (stereo not given)	0	-0.8	-59	-4	-1	-3	6	31	-0.4
Cc1ccc(NC(=O)CC2Nc3ccccc3NC2=O)cc1Cl (stereo not given)	-11	-0.5	-27	-2	2	6	-10	10	-0.8
Cc1ccc2[nH]cc(CCNC(=O)Nc3ccccc3)c2c1	7	0.2	-13	2	-3	-2	-11	-3	0.8
Cc1ccc2c(c1)nnn2C1CCN(S(=O)(=O)c2ccc3ccccc3c2)CC1	5	0.1	6	20	-4	7	6	34	-1.1
COCOc1cc(O)c2c(=O)c(OCOC)c(-c3ccc(OCOC)c(OCOC)c3)oc2c1	2	0.8	6	-12	-4	2	-1	21	0.1
COn1c(SCc2ccc(Cl)cc2)nc2ccccc2c1=O	1	0.3	-14	3	-1	16	2	29	-0.7
CCOC(=O)C1=C(C)Nc2nc(SCC(=O)OC)nn2C1c1cc(F)cc(F)c1 (stereo not given)	2&11	-0.8&0.1	6&0	5&12	0&-4	6&-11	-10&3	6&5	-0.4&0.0
COc1ccccc1/C=C/C=N/n1c(-c2ccccc2)n[nH]c1=S	3	0.1	-24	-1	-2	-2	5	3	0.2
CCCCN(C)CCCNC(=O)c1cn(CC)c2ccc(S(=O)(=O)N3CCOCC3)cc2c1=O	-7	0.0	0	10	-2	14	11	-6	0.0
O=C(O)CCC(=O)NNC(=O)c1ccc([N+](=O)[O-])cc1	0	0.6	8	6	-13	2	-4	-2	-1.7
S=C(c1ccc(-c2ccc(Cl)cc2)o1)N1CCCCC1	3	0.7	17	1	-4	16	-3	28	0.0
Cc1ccc(OCC(=O)NCc2ccc3c(c2)OCO3)c([N+](=O)[O-])n1	-2	-0.6	-14	-5	-1	15	-3	3	0.0
CC(=O)N/N=C(\C)C1COc2ccccc2O1 (stereo not given)	/	-1.8	1	12	-10	-3	9	-10	-1.3
COC(=O)CSc1nc2ccc(C)cc2cc1C#N	-21	0.1	4	-2	-2	-7	-1	12	-0.6
CN(C)S(=O)(=O)c1cccc(NC(=S)NN=C(Cc2ccccc2)Cc2ccccc2)c1	7	0.4	4	2	-1	6	-11	24	0.5
O=C(O)CCCCc1nc2ccccc2s1	5	-0.7	1	-5	-11	8	-8	3	-1.4
C/C(CC(=O)Nc1ccc2c(c1)OCCO2)=N\NC(=O)c1cccc(O)c1	4	-1.1	11	-5	-1	8	-13	-3	-0.3
OC(c1ccc(OCc2ccccc2)cc1)c1nnc(-c2ccccc2)o1 (stereo not given)	-5	-1.0	-1	4	-1	4	-3	19	-0.1

Three entries already listed, arranged by the value under MLLE-PAM2 inh, lowest first.
| molecule | MLLE-PAM2 inh |
| --- | --- |
| Clc1ncnc2scc(C3COc4ccccc4O3)c12 (stereo not given) | -11 |
| CC(=O)NS(=O)(=O)c1ccc(NC(=O)c2cccc(OCc3c(C)noc3C)c2)cc1 | 3 |
| S=C(c1ccc(-c2ccc(Cl)cc2)o1)N1CCCCC1 | 17 |

Screening results (PubChem)
